Assay outcomes deposited in PubChem BioAssay by Sanford-Burnham Center for Chemical Genomics.
Gli-Sufu block = Gli-Sufu pathway antagonism. Sufu-KO-LIGHT fibroblasts, Gli luciferase reporter luminescence. inhibition, % at 5 µM. AID 588413. 340,000 tested, 0.74% active;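 active = inhibition above about 55%, limit read from the data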;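 also: 0% = DMSO-treated cells and 100% = wells with medium but no cells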
EBI2 antag = blocks human EBI2 receptor beta-arrestin signaling; P32249; EBI2 beta-arrestin recruitment, luminescence, 7a,25-OHC stimulated; inhibition, % at 5 µM; 360,000 tested, 0.81% active; in the data active = inhibition above about 38%;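 also: enzyme fragment complementation signal reports receptor beta-arrestin coupling in cells; 0% = agonist plus DMSO wells and 100% = wells without agonist; some results beyond the cut were filed as inactive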
Target sequence (P32249 whole entry, looked up, the tested form may be a part): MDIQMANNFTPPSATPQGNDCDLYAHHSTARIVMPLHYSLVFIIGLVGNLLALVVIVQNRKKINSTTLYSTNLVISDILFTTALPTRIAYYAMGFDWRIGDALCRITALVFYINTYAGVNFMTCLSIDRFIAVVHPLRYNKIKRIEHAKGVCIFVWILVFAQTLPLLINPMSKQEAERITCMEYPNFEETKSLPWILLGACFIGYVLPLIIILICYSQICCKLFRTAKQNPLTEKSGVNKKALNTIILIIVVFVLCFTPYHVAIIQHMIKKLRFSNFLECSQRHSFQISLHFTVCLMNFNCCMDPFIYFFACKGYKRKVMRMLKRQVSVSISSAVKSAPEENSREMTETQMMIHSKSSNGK
CHOP UPR activ = apoptotic UPR (CHOP) activation; activation, % at 10 µM; AID 449763; CHO-CHOP luciferase reporter, luminescence; percent of tunicamycin response over DMSO baseline; 330,000 tested, 0.34% active;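 active = at 10 µM dose, activation of 40% or more, normalized to positive control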;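 also: 100% = tunicamycin at 10 µg/mL and 0% = DMSO alone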
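System: CHO-CHOP luciferase reporter cell line; amount: 500 cells/well; buffer or medium: F12 medium containing 10% fetal bovine serum; incubation: 6 h compound exposure at 37 °C after overnight seeding; measured by: luciferase luminescence after 10 min with Steady-Glo reagent; evaluation: % reporter activation, DMSO baseline versus tunicamycin full activation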
697 NFkB inh = inhibitors of the PMA/ionomycin-induced NF-kB reporter in 697 B cells. 697 B-cell NF-kB luciferase reporter, 16 h. inhibition, % at 4 µM. 330,000 tested, 0.33% active. AID 435022; in the data active = inhibition above about 35%
CCR6 antag = CCR6 (human) receptor antagonism; P51684; CHO-K1 CCR6 PathHunter beta-arrestin, luminescence, CCL20-stimulated; inhibition, % at 20 µM; 340,000 tested, 0.49% active; AID 493098;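 active = compounds whose inhibition of the agonist-driven luminescence signal at 20 µM reaches about 50%, limit read from the data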;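 also: cells stimulated with CCL20 at 14 nM final; plate controls were DMSO with CCL20 for no effect and DMSO without agonist for full effect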
Target sequence (P51684 whole entry, looked up): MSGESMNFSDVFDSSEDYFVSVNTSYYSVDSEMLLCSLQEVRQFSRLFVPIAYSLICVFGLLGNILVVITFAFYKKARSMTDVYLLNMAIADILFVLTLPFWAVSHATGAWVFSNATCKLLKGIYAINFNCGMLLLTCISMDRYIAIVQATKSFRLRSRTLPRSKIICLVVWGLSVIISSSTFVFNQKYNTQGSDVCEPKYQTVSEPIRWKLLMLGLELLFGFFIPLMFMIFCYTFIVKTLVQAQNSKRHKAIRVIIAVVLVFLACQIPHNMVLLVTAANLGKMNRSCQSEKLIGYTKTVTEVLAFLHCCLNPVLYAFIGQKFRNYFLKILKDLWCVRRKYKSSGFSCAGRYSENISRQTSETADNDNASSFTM
UPR XBP1 act = activators of adaptive arm of unfolded protein response (XBP1); CHO-XBP1 luciferase reporter, IRE1-XBP1 UPR activation, luminescence; percent of tunicamycin response, DMSO as zero; AID 463104; 330,000 tested, 0.33% active; activation, % at 20 µM;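 active = versus positive control, 20 µM dose yields 30% or more activation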;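 also: 100% = tunicamycin at 10 µg/mL and 0% = DMSO only wells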
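Material: CHO-XBP1 cells stably carrying IRE1-XBP1-driven luciferase reporter | Medium: F12 with 10% serum | Compound dosing: 20 µM single concentration, DMSO 1% | Incubation: Overnight seeding at 37 °C, 6 h compound treatment at 37 °C | Detection: Steady-Glo luminescence read | Read-out basis: % activation of reporter signal versus tunicamycin and DMSO controls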
Mdm2 MdmX PPI = inhibitors of human Mdm2/MdmX interaction. inhibition, % at 8 µM. O15151+Q00987. AID 485346. SaOS-2 split-luciferase Mdm2/MdmX complementation, luminescence. 330,000 tested, 3% active;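 active = inhibition of at least 50% at 8 µM in the primary screen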
CXCR6 inh = blocks human CXCR6 beta-arrestin recruitment; O00574; CHO-K1 PathHunter CXCR6 beta-arrestin, luminescence; inhibition, % at 20 µM; 360,000 tested, 0.36% active; AID 602244; in the data active = inhibition above about 34%, passing the limit was not always enough;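 also: antagonist mode with CXCL16 agonist at 10 nM final; 0% = 10 nM CXCL16 with DMSO and 100% = unstimulated wells without agonist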
Target sequence (O00574 whole entry, looked up): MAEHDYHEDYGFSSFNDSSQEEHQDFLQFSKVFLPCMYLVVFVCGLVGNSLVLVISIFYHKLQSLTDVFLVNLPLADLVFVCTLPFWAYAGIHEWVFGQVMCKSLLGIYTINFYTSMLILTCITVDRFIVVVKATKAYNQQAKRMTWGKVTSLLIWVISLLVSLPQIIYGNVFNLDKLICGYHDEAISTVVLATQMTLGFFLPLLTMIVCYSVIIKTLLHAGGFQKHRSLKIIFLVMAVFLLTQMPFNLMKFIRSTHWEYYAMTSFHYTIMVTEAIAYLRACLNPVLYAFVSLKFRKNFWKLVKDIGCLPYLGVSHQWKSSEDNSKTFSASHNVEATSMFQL
Jurkat NFkB inh = lowers PMA/ionomycin-induced NF-kB signal in Jurkat cells | inhibition, % at 4 µM | AID 435003 | 330,000 tested, 0.53% active | PMA/ionomycin-induced NF-kB luciferase reporter, luminescence; in the data active = inhibition above about 50%
* = called active by the depositor; . = no result given; & = joins results of further samples.

SMILES	Gli-Sufu block	EBI2 antag	CHOP UPR activ	697 NFkB inh	CCR6 antag	UPR XBP1 act	Mdm2 MdmX PPI	CXCR6 inh	Jurkat NFkB inh
CCOC(=O)N1CCN(S(=O)(=O)c2ccc(C(=O)N(CCN(C)C)c3nc4ccc(CC)cc4s3)cc2)CC1	-18	-3	13	-10	17	0	25	7	-17
Cc1ccc(NC(=O)c2ccc3nc[nH]c3c2)nc1	-67	0	4.6	-100	-8	6	-19	-1	-29
CCOc1ccc(C(=O)NCCN2CCCC2)cc1	4	1	0.0	-1	14	0	5	-3	-4
CS(=O)(=O)c1ccc(NC(=O)CCN2C(=O)C3CC=CCC3C2=O)cc1 (stereo unspecified)	-6	-5	-0.7	-16	3	-2	-6	0	2
Cc1ccn2c(NCc3ccccc3)c(-c3cccc(SC4CCCCC4)c3)nc2c1	3	-3&6	1.2	4	29	0	58*	5&8	14
COC(=O)c1ccc2[nH]c(C)c(CN3CCCC3)c(=O)c2c1	-3	-3	.	.	-13	.	.	5	.
Cc1cc(NC(=O)C2CC(c3cccc(Br)c3)=NO2)no1 (stereo unspecified)	1	-7	-0.9	-9	-1	0	-17	-8	-15
c1ccc(C2=NCCCN2)cc1	-1	-10	-1.4	1	3	-1	-23	2	6
CC1CC(C)CN(CCCNC(=O)c2ccc(CS(=O)(=O)Cc3ccccc3F)o2)C1 (stereo unspecified)	-6	-4	-1.2	0	-5	-1	22	-11	-27
O=C(Nc1ccccc1Cl)c1ccc([N+](=O)[O-])o1	-9	-1	4.5	2	-27	-4	23	-10	15
CC(=O)Nc1cccc(C(=O)N(CCc2ccccc2)Cc2ccccc2)c1	2	13	1.1	-3	4	0	4	1	-2
N#CC1(NC(=O)COC(=O)c2ccc(Cl)nc2)CCCCC1	-22	-4	-0.8	-4	12	-2	16	3	-3
CC(C)c1ccc(NC(=O)COc2nnc(-c3cccs3)c(-c3cccs3)n2)cc1	3	30	0.2	4	12	-1	30	6	0
O=C(Cn1c(=O)n(CCC(=O)N2CCCCC2)c(=O)c2sccc21)NCc1ccccc1	-7	10	-0.3	11	-1	-3	14	3	6
CCOC(=O)N1CCN(c2cc(C)nc3nc(C)nn23)CC1	-1	2	-3.3	20	6	-3	5	6	4

Records above that bear a hit mark in Mdm2 MdmX PPI.
SMILES,EBI2 antag,697 NFkB inh,CCR6 antag,Mdm2 MdmX PPI,CXCR6 inh,Jurkat NFkB inh
Cc1ccn2c(NCc3ccccc3)c(-c3cccc(SC4CCCCC4)c3)nc2c1,-3&6,4,29,58*,5&8,14

(cont.)
SMILES	Gli-Sufu block	EBI2 antag	CHOP UPR activ	697 NFkB inh	CCR6 antag	UPR XBP1 act	Mdm2 MdmX PPI	CXCR6 inh	Jurkat NFkB inh
O=C(c1ccccc1)c1c[nH]c(C(=O)NNc2ccccc2)c1	4	19	2.6	31	18	-1	28	0	20
Cc1ccc(-c2nnc(SCC(=O)NC3CC3)o2)cc1	10	-4	0.8	11	6	0	-16	-2	-10
Cc1ccccc1NC(=O)OCc1ccccc1	-29	-13	7.4	-28	18	-1	-11	-8	-26
O=C(Nc1ccncc1)Nc1cccc(C(F)(F)F)c1	10	7	-0.1	-16	-6	-4	48	-2	3
Cc1ccc(NC(=O)c2nc[nH]c2C(=O)N2CCN(C(=O)OC(C)(C)C)CC2)cc1	-15	-6	-0.1	-8	8	-1	-22	-1	-6
OCC1(Cc2ccccc2)CCCN(Cc2ccc(-c3ccco3)cc2)C1 (stereo unspecified)	6	5	1.1	6	-7	-1	8	0	-3
COc1ccccc1NC(=O)C(=O)N1N=C(C(C)C)CC1(O)C(F)(F)F (stereo unspecified)	3	0	1.6	-12	3	0	-2	-3	3
COc1cc(C(=O)N2CCN(C(=O)C3CC3)CC2)cc(OC)c1OC	6	1	-0.3	11	-11	-2	3	-10	15
Cc1cc(C(=O)COC(=O)C2=NNC(=O)CC2)c(C)n1CCc1ccccc1	-1	-1	-0.3	17	11	0	5	2	-8
O=C(CSc1nc2ccccc2c(=O)n1NC(=O)Cc1ccccc1)NCCc1ccccc1	3	-1	-1.5	-4	-5	-2	-5	5	2
Cc1cccc2c1NC(=O)C2=O	0	-1	.	.	3	.	.	6	.
N#Cc1ccc[n+](CC(=O)c2ccc(Cl)cc2)c1	-13	-5	2.3	2	12	-3	15	-10	11
CCc1ccc(S(=O)(=O)N2c3ccc(C)cc3C3CN(C)CCC32)cc1 (stereo unspecified)	15	-4	-0.4	7	14	3	25	6	11
COc1cc(C(=O)c2ccccc2)c([N+](=O)[O-])cc1OC	0	-8	-1.6	6	3	-1	24	6	4
O=C(N/N=C/c1ccc[nH]1)c1ccc2c(c1)OCO2	-6	-7	3.2	-1	-6	0	-12	2	6
CCOC(=O)C1CCCN(S(=O)(=O)c2cccc3cccnc23)C1 (stereo unspecified)	7	2	-2.0	13	10	-2	21	-3	7
CCC(C(=O)N1CCN(c2ccccc2OC)CC1)c1ccccc1 (stereo unspecified)	1	-4	-2.3	-34	16	-1	21	2	8
CC(NC(=O)NC(=O)c1ccc(Cl)cc1)c1ccccc1 (stereo unspecified)	-17	8	1.8	-16	8	-1	-7	4	0
CCOc1ccc(C(C(=O)NCC2CCCO2)N(C(=O)c2snc(C(N)=O)c2N)c2cccc(F)c2)cc1 (stereo unspecified)	21	6	-2.5	5	1	2	9	3	-22
COc1ccc(/C=C/c2nc(S(=O)(=O)c3ccccc3)c(NCCCN(C)C)o2)cc1OC	47	-17	2.4	0	18	-6	23	2	-2
COc1ccc(NC(=O)CC2Oc3ccc(C)cc3NC2=O)cc1 (stereo unspecified)	5	-2	-2.2	14	3	-3	-4	-5	0
COc1ccc(S(=O)(=O)N2CCCN(CCC(=O)Nc3cccc(C(F)(F)F)c3)CC2)cc1	3	13	-1.2	20	15	-2	6	-8	18
CS(=O)(=O)N1CCC(C(=O)NCCc2ccccc2)CC1	-5	-2	-0.4	14	7	-2	13	-11	-7
Cc1cc(C)n2ncc(C(=O)Nc3ccc(Cl)c(Cl)c3)c2n1	-15	19	1.3	-19	9	3	-16	16	-6
O=C(CN1C(=O)C2CC=CCC2C1=O)NCc1cccs1 (stereo unspecified)	0	-5	-0.2	5	-3	-2	4	-5	-15
O=C(O)CCc1n[nH]c(=S)[nH]c1=O	-1	6	-1.1	-1	6	0	10	-2	-22
N#CCN(CC#N)C(=O)C1c2ccccc2Oc2ccccc21	-10	2	4.4	9	2	-2	-5	0	3
Cc1ccc(S(=O)(=O)NCc2ccncc2)cc1C	74*	-16	0.6	22	7	1	15	-11	52*
Cc1c(C(=O)N2CCC3(CC2)CC(=O)c2ccccc2O3)cccc1[N+](=O)[O-]	-11	5	0.1	-3	4	-2	-5	2	19
CCOc1ccc(S(=O)(=O)N2CCCC(C(=O)NC3CC3)C2)cc1Cl (stereo unspecified)	-1	-2	1.0	-37	6	4	-11	4	-43

Quoted at random: three entries already listed, in no set order.
SMILES	Gli-Sufu block	EBI2 antag	CHOP UPR activ	697 NFkB inh	CCR6 antag	UPR XBP1 act	Mdm2 MdmX PPI	CXCR6 inh	Jurkat NFkB inh
COc1ccccc1NC(=O)C(=O)N1N=C(C(C)C)CC1(O)C(F)(F)F (stereo unspecified)	3	0	1.6	-12	3	0	-2	-3	3
Cc1c(C(=O)N2CCC3(CC2)CC(=O)c2ccccc2O3)cccc1[N+](=O)[O-]	-11	5	0.1	-3	4	-2	-5	2	19
Cc1cc(C(=O)COC(=O)C2=NNC(=O)CC2)c(C)n1CCc1ccccc1	-1	-1	-0.3	17	11	0	5	2	-8

Continued.
SMILES	Gli-Sufu block	EBI2 antag	CHOP UPR activ	697 NFkB inh	CCR6 antag	UPR XBP1 act	Mdm2 MdmX PPI	CXCR6 inh	Jurkat NFkB inh
CC(C)(C)c1cnnn1-c1ccc(NC(=O)c2ccc(Br)o2)cc1	1	-2	0.4	6	-1	-1	-12	-1	6
Cc1cc(=O)n(Cc2ccccc2)c2c(C)cccc12	-12	15	-2.0	-13	19	1	17	-4	1
COc1ccc(Cc2nc3ccc(C(=O)N(C)CCCN4CCOCC4)cc3o2)cc1	-6	-7	0.0	-14	7	-4	9	-2	9
Nc1nnc(SCC(=O)Nc2cccc(S(N)(=O)=O)c2)s1	-10	-7	-0.7	4	0	0	-10	0	13
O=C(Nc1cccc(S(=O)(=O)Nc2ccc(Cl)cc2)c1)c1ccc2c(c1)OCCO2	50	15	-0.5	9	4	1	0	2	10
O=C(CS(=O)(=O)c1cn(CC(=O)N2CCOCC2)c2ccccc12)Nc1ccccc1	-4	11	0.0	18	-7	1	9	-5	-1
CC(C)CN(C(=O)COC(=O)/C=C/c1ccccc1)C1CCS(=O)(=O)C1 (stereo unspecified)	-2	-1	0.5	10	5	0	5	4	13
COc1cc(Br)cc(C(c2c(C)n(C)n(-c3ccccc3)c2=O)c2c(C)n(C)n(-c3ccccc3)c2=O)c1O	3	-5	0.3	18	1	-1	0	0	-1
CCOn1c(=O)c(-c2cc(OC)ccc2OC)[n+]([O-])c2ccccc21	5	-2	0.7	15	1	-6	3	-1	12
CN1CCN(NC(=O)c2ccc(Br)s2)CC1	-6	-7	0.3	29	3	-1	13	-6	12
CC(=O)c1sc(NC(=O)c2cc(=O)c3ccccc3o2)nc1C	-45	-5	2.4	-99	9	1	-27	9	-7
COc1ccc(C(CNC(=O)CCNS(=O)(=O)c2ccccc2C(F)(F)F)N2CCOCC2)cc1 (stereo unspecified)	1	2	.	.	5	.	.	-5	.
Cc1cccc(N2O[C@H]3C=CC2CCCC3)n1	-13	-5	4.9	1	14	0	16	1	.
CCN1CCN(C(=O)N(c2ccccc2)c2ccccc2)CC1	-16	-6	1.0	-15	-7	1	-23	-5	-28
Clc1ccc(-c2nnc(-c3cccc4ccccc34)o2)cc1Cl	-14	12	5.1	-22	7	3	-15	-14	-19
COc1ccc(-n2c(C)cc(/C=C3\SC(=S)NC3=O)c2C)cc1	-13	5	4.8	-30	39	1	-30	31	-6
Cn1nc(-c2ccc(N3CCOCC3)c(NS(=O)(=O)c3ccccc3)c2)c2ccccc2c1=O	9	-3	1.3	61*	12	9	65*	3	16
COc1ccc(-n2c3c(cc(C(=O)Nc4ccc(C)cc4)c2=O)C(=O)CCC3)cc1	3	-1	0.6	20	13	-2	4	-3	9
O=S(=O)(Cc1nnnn1-c1ccccc1)c1ccc(Cl)cc1	-5	10	2.0	12	9	-7	3	-2	26
C[C@@H]1COC(=O)[C@H](Cc2ccc(F)cc2)CC/C=C\C[C@@H](CC(=O)NCCO)C(=O)N1	-3	-2	-1.7	7	7	-2	12	-12	-2
CCOc1ccc(/C(O)=C2\C(=O)C(=O)N(CCN(C)C)C2c2cccc(OC)c2OC)cc1Cl (stereo unspecified)	0	-12	0.0	-1	16	0	-6	-4	-7
COc1cc(NC(=O)c2c(F)c(F)c(OC)c(F)c2F)ccc1NC(=O)c1cccs1	-6	-3	2.3	-8	14	-4	16	0	1
COc1ccccc1S(=O)(=O)Cc1ccc(C(=O)NCC2CCCO2)o1 (stereo unspecified)	-3	-4	-1.7	4	5	0	-1	0	1
S=C(NCc1ccco1)NC1CCCc2ccccc21 (stereo unspecified)	5	1	0.6	-15	5	-3	-20	-2	10
CCCCNC(=O)c1ccc(NC(=O)CC2SC(N3CCCC3)=NC2=O)cc1 (stereo unspecified)	-3	-12	-0.2	-11	6	-1	11	-4	-13
COc1ccc(Br)cc1CN1CCN(C(=O)c2cccc(F)c2)CC1	29	3	-0.4	4	10	-9	3	9	2
